RSV CPE inhibition – inhibition of RSV-induced cytopathic effect – HEp-2 cells, primary 10 µM value included (AID 2391). one-dose CPE inhibition, % at 10 µM; IC50 in µM for titrated hits. HEp-2 cells, RSV-induced CPE inhibition; higher % means a stronger effect. actives 0.13% (n = 310,000); in the data active = a potency from the dose series; also: strong numbers were not always called active
SIAH1 antagonists – blockers of Siah-1 interaction with plectin peptide – biochemical, fluorescence polarization, rhodamine-plectin, uHTS, primary screen (AID 1817); actives 0.02% (n = 290,000); one-dose displacement, % at 20 µM; IC50 in µM for titrated hits; Siah-1 / rhodamine-plectin peptide fluorescence polarization; higher % means a stronger effect;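 active = displacement of at least 50% at 20 µM, with a fluorescence ratio check between 0.3 and a set limit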;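 also: plate controls were Siah plus tracer with DMSO for no effect and tracer alone without Siah for full effect; strong numbers were not always called active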
Myeloid diff 2 – myeloid differentiation induction. ER-HoxA9 myeloid progenitors, lysozyme-GFP differentiation, flow cytometry. calls only at 10 µM. actives 1% (n = 360,000). AID 624256;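 active = normalized GFP-positive differentiation at or above the plate's own cutoff, the solvent-only control mean plus 3 SD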;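 also: cells exposed to compound for four days before flow analysis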
Myeloid diff 2 GFP+ MAC1+ % – recorded beside Myeloid diff 2, whose call it bears; GFP+ MAC1+ double positive, %; measured here: differentiation confirmed by MAC1 staining
Numbers without * were called inactive; i = inactive.

Short forms: A = RSV CPE inhibition; B = SIAH1 antagonists; C = Myeloid diff 2; D = Myeloid diff 2 GFP+ MAC1+ %
CCOC(=O)c1[nH]c2ccccc2c1NC(=O)NC(C)C
  A = 1.3% | B = 8% | C = i | D = 0.2
CCc1c(C)c2ccc(OCC(=O)NCC3CCC(C(=O)O)CC3)c(C)c2oc1=O (stereo not given)
  A = 0.8% | B = -1% | C = i | D = 2.9
COc1ccc(-c2noc(N3CCC(C(=O)Nc4cc(OC)ccc4OC)CC3)n2)cc1
  A = 2.2% | B = 2% | C = i | D = 6.3
COc1ccccc1CNC(=O)C1CCCN(S(=O)(=O)c2ccc3c(c2)C(C)(C)C(=O)N3C)C1 (stereo not given)
  A = -0.3% | B = 3% | C = i | D = 7.4
Cc1c(CCC(=O)N2CCC(C(=O)O)(c3ccccc3)CC2)c(=O)oc2cc3oc4c(c3cc12)CCCC4
  A = 2.0% | B = 3% | C = i | D = 2.9
COc1ccc(C2=NS(=O)(=O)N(C)C(C(=O)NC3CCCC3)=C2)cc1
  A = 1.3% | B = -2% | C = i | D = 4.8
CC(=O)c1ccc(NC(=O)C(C)n2c3ccccc3c3nc(=O)cc(C)n32)cc1 (stereo not given)
  A = 0.7% | B = -7% | C = i | D = 0.4
CCCCNC(=O)O[C@H]1C[C@@H]2CCN3C(=O)CCC(C)(C)[C@H](C1)[C@H]23
  A = -0.6% | B = 0% | C = i | D = 1.3
COc1cc2ccccc2cc1C(=O)Nc1nc(C)c(C(C)=O)s1
  A = -0.4% | B = 2% | C = i | D = 0.6
COc1ccc(C)cc1NC(=O)CN(C)S(=O)(=O)c1ccc2c(c1)c(=O)n(C)c(=O)n2C
  A = 1.3% | B = -4% | C = i | D = 2.8
CCOc1ccc(C=NCC(O)c2ccccc2)cc1 (stereo not given)
  A = 1.0% | B = 1% | C = i | D = 0.5
CC(CNC(=O)CCC(=O)N1CCOc2ccccc21)c1ccccc1 (stereo not given)
  A = -0.2% | B = 16% | C = i | D = 7.4
COc1cc(CN2CCN(Cc3ccco3)CC2)cc(OC)c1
  A = 0.3% | B = 1% | C = i | D = 0.2
COCCNC(=S)N(CCc1c(C)[nH]c2ccc(F)cc12)Cc1ccco1
  A = -1.2% | B = -3% | C = i | D = 0.1
CNC(=S)N(CCc1c(C)[nH]c2ccc(F)cc12)Cc1ccco1
  A = -0.7% | B = -8% | C = i | D = 0.9
COc1cccc(/C=N/NC(=O)c2cc3c(OC)ccc(OC)c3[nH]2)c1O
  A = -1.4% | B = -12% | C = i | D = 1.8
O=C(CCC(=O)N1CCSc2ccccc21)NCc1ccc(Cl)cc1
  A = 3.0% | B = -5% | C = i | D = 2.1
CCN(CC)CCNC(=O)c1cc(S(=O)(=O)N2CCc3ccccc32)cn1C
  A = 1.0% | B = -2% | C = i | D = 2.0
CCCc1cc(=O)oc2cc(OCC(=O)NCCc3c[nH]c4ccc(OC)cc34)ccc12
  A = 3.5% | B = 9% | C = i | D = 2.7
CCN1CCc2c(sc(NC(=O)Cc3ccccc3)c2C(N)=O)C1
  A = 1.3% | B = -3% | C = i | D = 1.9
O=C(CSc1nc2ccccc2nc1N1CCCC1)Nc1ccc(F)cc1
  A = 1.6% | B = -1% | C = i | D = 4.1
COc1ccc(CCNC(=O)c2cc(S(=O)(=O)N3CCCCC3)c[nH]2)cc1OC
  A = 1.7% | B = -2% | C = i | D = 2.8
Cc1cc([N+](=O)[O-])ccc1N1C(=O)c2ccc(C(=O)Nc3ccccc3C(=O)O)cc2C1=O
  A = -0.3% | B = -2% | C = i | D = 1.2
Cc1cc(NC(=O)COC(=O)c2cc(S(=O)(=O)N(C)c3ccccc3)ccc2Cl)no1
  A = 0.4% | B = 3% | C = i | D = 0.7
CC1C(=O)Nc2ccc(S(=O)(=O)NCc3ccc(Cl)cc3)cc2NC1=O (stereo not given)
  A = 0.8% | B = -5% | C = i | D = 6.6
CCN1CCSc2ccc(C(=O)NCc3ccccc3C)cc21
  A = 4.3% | B = -2% | C = i | D = 3.2
Cc1ccccc1NC(=O)c1cc(S(=O)(=O)N2CCOCC2)cn1C
  A = 2.7% | B = -3% | C = i | D = 3.7
Cc1cccc(NS(=O)(=O)c2cc3c(cc2C)N(C)CCO3)c1
  A = 0.7% | B = -6% | C = i | D = 2.6
CC(NC(=O)c1cc(S(=O)(=O)N2CCOCC2)cn1C)c1ccccc1 (stereo not given)
  A = 1.5% | B = 1% | C = i | D = 4.7
Cc1cccc(-n2cc(-c3ccccc3)[nH]c2=S)c1
  A = 1.5% | B = 2% | C = i | D = 2.5
O=C(Nc1ccsc1C(=O)O)c1ccccc1
  A = 0.9% | B = 2% | C = i | D = 0.3
Cc1ccc(NS(=O)(=O)c2ccc3c(c2)CC(=O)N3)c(C)c1
  A = 5.3% | B = 19% | C = i | D = 1.8
Cc1ccc2c(c1)C(c1ccccc1)N(C(=O)c1c(F)cccc1Cl)CC(=O)N2 (stereo not given)
  A = 2.4% | B = -1% | C = i | D = 0.3
Cc1noc(C(=O)N2CCN(Cc3ccc4c(c3)OCO4)CC2)c1Cl
  A = 0.0% | B = -7% | C = i | D = 2.4
COc1ccc(OC)c(NC(=O)c2cc(S(=O)(=O)N3CCCC3)cn2C)c1
  A = 2.4% | B = 4% | C = i | D = 1.7
Cc1ccc(C)c2sc(NC(=O)C3CC3)nc12
  A = 4.2% | B = 6% | C = i | D = 0.9
Cc1ccc(CNC(=O)c2cc(S(=O)(=O)N3CCCC3)cn2C)cc1
  A = 1.1% | B = 3% | C = i | D = 1.2
CCC(=O)Nc1nnc(S(=O)(=O)N2c3ccccc3CC2C)s1 (stereo not given)
  A = 2.8% | B = -1% | C = i | D = 2.9
Cc1cccc(OCC(=O)Nc2nnc(S(=O)(=O)N3CCCCCC3)s2)c1
  A = 5.1% | B = 3% | C = i | D = 2.5
CC1CN(C(=O)CCC(=O)NCc2cccnc2)c2ccccc2O1 (stereo not given)
  A = -0.1% | B = -4% | C = i | D = 1.1
Clc1ccc(-c2c[n+](Cc3ccc(Br)cc3)c3n2CCCCC3)cc1
  A = 1.2% | B = -4% | C = i | D = 0.6
O=C(Nc1cccc(Cl)c1)c1ccc(NC2=NC3CS(=O)(=O)CC3S2)cc1 (stereo not given)
  A = 2.6% | B = 1% | C = i | D = 2.8
Cc1oc2c(C)c3oc(=O)c(CCC(=O)NCCCCCC(=O)O)c(C)c3cc2c1C
  A = 1.2% | B = 2% | C = i | D = 0.2
O=C1CCN(Cc2ccc(Br)cc2)CCN1[C@H](CO)c1ccccc1
  A = 0.7% | B = -1% | C = i | D = 1.2
COC(=O)c1ccccc1NC(=O)CCC(=O)N1CCSc2ccccc21
  A = 2.8% | B = 15% | C = i | D = 2.5
Cc1c(C)c2ccc(OCC(=O)NC(Cc3c[nH]c4ccc(O)cc34)C(=O)O)c(C)c2oc1=O (stereo not given)
  A = 3.3% | B = -1% | C = i | D = 1.6
CC(C)c1ccc(NC(=O)C2CCN(S(=O)(=O)c3ccc4c(c3)C(C)(C)C(=O)N4C)CC2)cc1
  A = 1.4% | B = 11% | C = i | D = 1.3
CC(C)N=C(Nc1cccnc1)c1ccccc1
  A = 3.0% | B = 4% | C = i | D = 0.5
O=C(NCc1ccc(Cl)cc1)C1CCN(c2nnc(N3CCCC3=O)s2)CC1
  A = 1.3% | B = -8% | C = i | D = 3.1
CC(C)C[C@H](NC(=O)OC(C)(C)C)C(=O)N[C@@H](CO)[C@H](O)[C@@H]1C[C@@H]1C(=O)N(C)C
  A = 3.7% | B = -5% | C = i | D = 0.9
COC(=O)[C@]1(S(=O)(=O)c2ccccc2)C[C@@H]2ON=C(c3ccc(OC)cc3)[C@@H]2C1
  A = 0.0% | B = 0% | C = i | D = 1.4
CCOC(=O)Cc1nnc(NC(=O)CCc2ccccc2)s1
  A = 0.0% | B = -2% | C = i | D = 0.2
O=C(COc1ccc(Cl)cc1)Nc1nnc(S(=O)(=O)N2CCCCCC2)s1
  A = 7.5% | B = 4% | C = i | D = 3.0
COc1ccc(C)cc1NC(=O)c1cc(S(=O)(=O)N2CCCC2)cn1C
  A = 0.9% | B = -6% | C = i | D = 3.4
COc1ccc(-c2cc(=O)oc3cc(OCC(=O)N4C[C@H]5C[C@@H](C4)c4cccc(=O)n4C5)ccc23)cc1
  A = 0.4% | B = 2% | C = i | D = 1.3
Cc1cc2c(OCC(O)CNCc3ccco3)cccc2[nH]1 (stereo not given)
  A = 0.6% | B = 2% | C = i | D = 0.2
CCOC(=O)[C@@H]1[C@H]2COc3cc(OC)ccc3[C@H]2N2C(=O)N(c3ccc(F)cc3)C(=O)[C@@]12C
  A = -1.0% | B = 1% | C = i | D = 1.1
Cc1cc(OC(=O)c2ccccc2Cl)c([N+](=O)[O-])c(=O)[nH]1
  A = 1.6% | B = -1% | C = i | D = 2.3
Cc1ccc(/C=C/c2onc(C)c2S(=O)(=O)N2CCC(C(=O)N3CCCCC3)CC2)cc1
  A = 28% | B = -3% | C = i | D = 9.2
CC(=O)N(CCC1(c2ccc(C)cc2)CCOC(C(C)C)C1)Cc1ccco1 (stereo not given)
  A = 1.2% | B = 5% | C = i | D = 0.4

Quoted at random: four records from the list
Short forms: A = RSV CPE inhibition; B = SIAH1 antagonists; C = Myeloid diff 2; D = Myeloid diff 2 GFP+ MAC1+ %
CCOC(=O)Cc1nnc(NC(=O)CCc2ccccc2)s1
  A = 0.0% | B = -2% | C = i | D = 0.2
Cc1ccc(/C=C/c2onc(C)c2S(=O)(=O)N2CCC(C(=O)N3CCCCC3)CC2)cc1
  A = 28% | B = -3% | C = i | D = 9.2
COC(=O)[C@]1(S(=O)(=O)c2ccccc2)C[C@@H]2ON=C(c3ccc(OC)cc3)[C@@H]2C1
  A = 0.0% | B = 0% | C = i | D = 1.4
O=C(NCc1ccc(Cl)cc1)C1CCN(c2nnc(N3CCCC3=O)s2)CC1
  A = 1.3% | B = -8% | C = i | D = 3.1

Further structures.
Short forms: A = RSV CPE inhibition; B = SIAH1 antagonists; C = Myeloid diff 2; D = Myeloid diff 2 GFP+ MAC1+ %
COc1ccc(-c2cc(C(=O)N3CCN(S(=O)(=O)c4ccccc4)CC3)[nH]n2)cc1
  A = 1.0% | B = 1% | C = i | D = 1.4
O=C(c1ccccc1)N1CCN(CC(O)Cn2ccc3ccccc32)CC1 (stereo not given)
  A = -0.5% | B = 10% | C = i | D = 0.9
CC(=O)N1c2ccc(S(=O)(=O)N3CCCC(C(=O)Nc4ccc(F)cc4)C3)cc2CC1C (stereo not given)
  A = 1.0% | B = 8% | C = i | D = 5.7
Cc1ccc(-c2nnc(NC(=O)c3c(F)cccc3Cl)s2)cc1
  A = -0.4% | B = 10% | C = i | D = 0.9
O=C(O)c1ccccc1C(=O)NCC(O)COc1ccc(Cl)cc1 (stereo not given)
  A = -0.5% | B = -1% | C = i | D = 0.2
Cn1c(N)c(C(=O)COC(=O)C2CCN(S(=O)(=O)c3cccs3)CC2)c(=O)n(C)c1=O
  A = 0.2% | B = -2% | C = i | D = 0.4
CC(C)Oc1ccc(CNC(=O)C2CCN(C(=O)N3CCOc4ccccc43)CC2)cc1
  A = 1.9% | B = 2% | C = i | D = 2.5
C[C@@H](C(=O)Nc1ccc2ccccc2c1)[C@@H]1C[C@@]1(C)[C@@H](NC(=O)OCc1ccccc1)c1ccccc1
  A = 4.9% | B = 7% | C = i | D = 1.7
O=C(CN1C(=O)COc2ccc(S(=O)(=O)N3CCCCCC3)cc21)NCc1ccc(F)cc1
  A = 2.4% | B = 45% | C = i | D = 1.3
Cc1ccc(NC(=O)CCNS(=O)(=O)c2ccc3c(c2)CCC(=O)N3)cc1F
  A = -0.4% | B = -1% | C = i | D = 5.7
O=C(Nc1cccc(S(=O)(=O)N2CCOCC2)c1)c1ccccn1
  A = 1.0% | B = -10% | C = i | D = 0.9
O=C(Nc1cccc(S(=O)(=O)N2CCCC2)c1)C1CCCN1C(=O)c1cccs1 (stereo not given)
  A = 0.3% | B = 0% | C = i | D = 0.3
CN(CCCC(=O)Nc1ccccc1)S(=O)(=O)c1ccc(Cl)cc1
  A = 0.8% | B = 2% | C = i | D = 2.6
CCN1C(=O)[C@H]2[C@@H](c3ccccc3)N3C(=O)N(c4cccc(F)c4)C(=O)[C@@]3(CC(C)C)[C@H]2C1=O
  A = -0.2% | B = -3% | C = i | D = 2.1
CCn1nc(NC(C)=O)c2cc3ccc(C)cc3nc21
  A = -0.7% | B = 0% | C = i | D = 0.1
COc1cc(NC(=O)c2cc(S(=O)(=O)N3CCCCC3)c[nH]2)cc(OC)c1
  A = 3.3% | B = -1% | C = i | D = 2.2
CCN(C(=O)C1CCN(c2nc(-c3ccc(OC)cc3)no2)CC1)c1ccc(OC)cc1
  A = 9.4% | B = -3% | C = i | D = 6.8
CCOC(=O)N1CCN(C(=O)c2nn(C)c3c2CSc2ccccc2-3)CC1
  A = 3.3% | B = -5% | C = i | D = 1.9
COc1ccc(-c2nc(CS(=O)(=O)CC(=O)NCc3cccc(Br)c3)c(C)o2)cc1
  A = 1.7% | B = -2% | C = i | D = 1.4
CCc1ccccc1NC(=O)C1=CC(c2ccc(OC)c(OC)c2)=NS(=O)(=O)N1C
  A = 1.3% | B = -2% | C = i | D = 0.8

Bioassay records (PubChem)

Not all compounds are listed; count on the stated rates, not on these rows.
